Compound activity deposited in PubChem BioAssay by National Center for Advancing Translational Sciences (NCATS).
HCV inhibitor = blocks hepatitis C virus | Potency, µM (highest dose often 41.8 µM), for inactives: at the highest dose activity change, negative = inhibition, hits mostly inhibitors | AID 651820 | actives 3.4% (n = 340,000) | Huh7.5.1 HCVcc-Cre infection, luciferase reporter, 44 h; also: potency is read from the fitted curve at half-maximal effect
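A cell-based infection assay in which seeded cells (1,000 per well) receive test compound after 4 h, are inoculated with HCVcc-Cre at approximately 0.5 moi, and are incubated 44 h before luminescence detection.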
HCMV antiviral = inhibitors of human cytomegalovirus; actives 4.5% (n = 410,000); HFF cells, HCMV-luciferase reporter, 72 h; hits give low values; activity change, negative = inhibition, % at 57.5 µM; in the data active = activity change below about -60%; inconclusive = no clear call, values can overlap the other calls; inactive = above about -39%
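Cell-based, HFFs, 1000 cells/well, 16 h 37C; cpds in DMSO + HCMV-luc, MOI 1 PFU/cell; 72 h 37C; OneGlo luminescence after 5 min RT; norm. to buffer vs Salinomycin 10uM.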
AMA1 RON2 block = disrupts binding of P. falciparum AMA1 to RON2; Potency, µM (top dose mostly 58.2 µM), for inactives: at the highest dose activity change, negative = inhibition, actives largely listed as inhibitors; AID 720542; AlphaScreen AMA1-biotinylated RON2 peptide binding; actives 0.2% (n = 360,000);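 also: potency is read from the fitted curve at half-maximal effect; 0% = vehicle wells and -100% = peptide control; nearly all actives have a fitted effect of over 45% in size; some results filed as inactive show a strong effect at the top dose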
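AMA1 (3D7) with his tag at 25 nM final met compounds first, then biotinylated RON2 peptide at 25 nM; detection used donor plus acceptor beads, 10 µg/mL apiece, read by AlphaScreen after 30 min at room temperature.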
AmpC inh no detg = blocks E. coli AmpC beta-lactamase in detergent-free assay; P00811; AmpC nitrocefin hydrolysis, absorbance 480 nm, 0.0001% Triton; Potency, µM (top dose mostly 57.1 µM), without a hit: at the top dose activity change, negative = inhibition, most hits filed as inhibitors; actives 0.52% (n = 330,000);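 also: potency is read from the fitted curve at half-maximal effect; plate controls were no compound for no effect and no enzyme for full effect; nearly all actives have a fitted effect of over 20% in size; some results filed as inactive show a strong effect at the top dose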
Target sequence (P00811 whole entry, looked up): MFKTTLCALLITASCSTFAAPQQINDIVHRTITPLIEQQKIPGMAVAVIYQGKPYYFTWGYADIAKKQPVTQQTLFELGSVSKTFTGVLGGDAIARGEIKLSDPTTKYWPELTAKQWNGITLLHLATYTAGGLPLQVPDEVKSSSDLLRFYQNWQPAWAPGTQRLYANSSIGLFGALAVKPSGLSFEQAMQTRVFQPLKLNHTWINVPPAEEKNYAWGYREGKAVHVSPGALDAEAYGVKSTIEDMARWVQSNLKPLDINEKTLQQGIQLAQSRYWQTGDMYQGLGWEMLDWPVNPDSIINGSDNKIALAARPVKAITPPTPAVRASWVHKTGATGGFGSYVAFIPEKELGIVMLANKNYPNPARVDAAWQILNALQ
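20 mM phosphate pH 7.0 + 0.01% (detergent screen) or 0.0001% Triton X-100; 5.3 nM AmpC reagent; cpd preinc 15 min RT; nitrocefin (800 uM stock) to start; A480 q20 s × 4 min; Activity was normalised to no-enzyme and no-compound control wells.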
LmPK inh = blocks Leishmania mexicana pyruvate kinase activity. Q27686. purified LmPK, Kinase-Glo ATP luminescence, 1 h. Potency, µM (doses to about 57.5 µM), for inactives: at the top dose activity change, negative = inhibition, most hits filed as inhibitors. actives 0.37% (n = 290,000); also: potency is read from the fitted curve at half-maximal effect
Target sequence (Q27686 whole entry, looked up): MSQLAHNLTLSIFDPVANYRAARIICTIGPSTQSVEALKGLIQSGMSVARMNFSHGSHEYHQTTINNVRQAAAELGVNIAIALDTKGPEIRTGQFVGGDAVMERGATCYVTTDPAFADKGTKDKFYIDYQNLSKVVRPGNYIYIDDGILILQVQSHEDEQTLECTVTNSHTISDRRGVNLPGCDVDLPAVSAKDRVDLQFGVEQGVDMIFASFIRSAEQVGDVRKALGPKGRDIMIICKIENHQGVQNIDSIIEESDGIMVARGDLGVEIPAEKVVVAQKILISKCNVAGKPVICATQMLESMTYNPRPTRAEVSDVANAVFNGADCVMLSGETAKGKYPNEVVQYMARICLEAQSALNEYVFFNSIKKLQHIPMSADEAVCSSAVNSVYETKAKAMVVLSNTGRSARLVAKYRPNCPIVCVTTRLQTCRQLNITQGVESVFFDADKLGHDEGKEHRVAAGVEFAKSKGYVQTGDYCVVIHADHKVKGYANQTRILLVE
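Pyruvate kinase activity monitored as ATP production (luciferase luminescence). Conditions: 0.1 nM enzyme, 0.5 mM PEP, 0.1 mM ADP, 1 h, RT; normalized against uninhibited and no-enzyme wells.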
AmpC detergent = AmpC beta-lactamase inhibition with detergent present. AmpC hydrolysis of nitrocefin, absorbance 480 nm, 0.01% Triton. Potency, µM (series often up to 114 µM), without a hit: at the top dose activity change, negative = inhibition, actives largely listed as inhibitors. actives 0.041% (n = 370,000);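 also: potency is read from the fitted curve at half-maximal effect; 0% = no-compound wells and -100% = no-enzyme wells; nearly all actives have a fitted effect of over 25% in size; some results filed as inactive show a strong effect at the top dose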
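20 mM phosphate pH 7.0 + 0.01% (detergent screen) or 0.0001% Triton X-100; 5.3 nM AmpC reagent; cpd preinc 15 min RT; nitrocefin (800 uM stock) to start; A480 q20 s × 4 min; Activity was normalised to no-enzyme and no-compound control wells.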
Tb PYK inh = T. brucei pyruvate kinase inhibition | actives 0.12% (n = 410,000) | AID 624173 | TbPYK enzyme, Kinase-Glo Plus ATP luminescence, 45 min | Potency, µM (highest dose often 76.8 µM), without a hit: top-dose activity, negative = inhibition, most hits filed as inhibitors; also: potency is read from the fitted curve at half-maximal effect; nearly all actives have a fitted effect of over 50% in size
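ADP (130 uM final) triggers the TbPYK reaction after compound addition; incubation is 45 min at room temperature. Kinase-Glo Plus is then added and luminescence imaged. Normalized data are fitted to concentration-effect curves.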
An asterisk follows results filed as active; ? = inconclusive; . = not tested or not shown; & = joins results of further samples; [ ] = dose if it differs, or a comment. Unless noted, calls follow the shape of the dose curve; as a rule, active = well fitted curve in the direction sought with a large enough effect; inconclusive = small, poorly fitted or top-dose-only effect, or another doubt; inactive = no such curve, though single readings can be large; an effect the other way counts as inactive or inconclusive. Unless noted, % is scaled to controls: 0 for no effect and ±100 for the full control effect.

SMILES	HCV inhibitor	HCMV antiviral	AMA1 RON2 block	AmpC inh no detg	LmPK inh	AmpC detergent	Tb PYK inh
Cc1cccc2c(N=O)c(O)[nH]c12	-13%	-18	0%	-27%	-1%	-1%	?
CSc1nc2c(c(=O)[nH]1)C(c1cccc(Cl)c1)CC(=O)N2 (stereo not drawn)	18%	-13	-8%	-18%	-1%	-6%	3%
CCCC1=Nc2cc(C(=O)NCCOC)ccc2Sc2ccccc21	.	-97*	.	.	.	-11%	-1%
Cc1onc(-c2c(Cl)cccc2Cl)c1C(=O)ONC(=O)c1ccccc1	10%	50	0%	-26%	3%	-5%	1%
Cc1ccc(NC(=O)CCc2nc3sc4c(c3c(=O)[nH]2)CCCC4)nc1	30%[activator]	.	1%	-58%	.	?	0%
C[C@H](CO)N1C[C@H](C)[C@@H](CN(C)C(=O)Oc2ccc3ccccc3c2)OCc2cn(nn2)CCCC1=O	.	9	3%	.	.	.	3%
COc1ccc(CNC(=O)c2ccc(Cl)c(S(=O)(=O)N3CCOCC3)c2)cc1OC	?	.	-2%	1%	.	-1%	3%
CN1CCN(c2c[nH]c(=O)[nH]c2=O)CC1	13%	22	17%	-12%	2%	-4%	-19%
COc1cccc2c1Oc1ncccc1N(C(=O)CCC(=O)NCc1cccc(C)c1)C2	-1%	10	-9%	62%[activator]	-6%	2%	3%
CN1CCc2c(OCc3ccc(F)cc3)cccc2C1=O	?	51	10%	0%	-9%	-7%	3%
Cc1ccc(NC(=O)CN2CCOCC2)cc1C	11%	19	4%	-14%	-2%	?	3%
CCOP(=O)(/C(C#N)=C(/O)c1ccccc1)c1ccccc1 (stereo not drawn)	24%	15	11%	-7%	1%	3%	-3%
CC(C)Oc1ccc(N2CC(C(=O)NC3=NCCS3)CC2=O)cc1 (stereo not drawn)	8%	9	5%	-4%	3%	5%	4%
CC(=O)Nc1ccc(NS(=O)(=O)c2cc(Cl)ccc2Cl)cc1	-14%	7	-14%	-24%	4%	10%	3%
NC(=O)c1c(NC(=O)c2cccc(N3C(=O)CCC3=O)c2)sc2c1CCCCC2	7%	36	0%	-1%	-7%	?	-5%
Cc1ccc(C)c(N(CC(=O)N/N=C/c2ccc(-c3ccc([N+](=O)[O-])cc3)o2)S(=O)(=O)c2ccccc2)c1	8%	4	57%[activator]	-22%	0%	0%	3%
Nc1ccccc1SCC(=O)Nc1ccc2c(c1)OCCO2	11%	6	-7%	-8%	-6%	-3%	-10%
Cc1cc(C)n2nc(SCC(=O)NC3(C#N)CCCCC3)nc2n1	.	-23	-14%	.	.	.	-3%
Cc1c2cnn(CC(=O)N3CCN(c4ccc(F)cc4)CC3)c(=O)c2c(C)n1Cc1ccc(F)cc1	.	-16	.	.	.	0%	-18%
O=C(CN1C(=O)c2ccccc2C1=O)Nc1cc(C(=O)O)cc(C(=O)O)c1	11%	-5	-6%	-1%	0%	-9%	-6%
COc1ccc(Cc2nc(=S)[nH][nH]2)cc1Br	2%	-18	93%[activator]	-16%[2.29 µM]	0%	0%	?
CCC(=O)Nc1ccc(S(=O)(=O)Nc2ccccn2)cc1	-6%	-2	-8%	-14%	8%	0%	-6%
Nn1c(SCC(=O)Nc2ccc(S(N)(=O)=O)cc2)nnc1-c1ccco1	29%	-18	51%[activator]	-13%	-3%	-5%	-12%
Cc1nnsc1C(=O)N1CCCC(N2CCN(c3ccc(F)cc3)CC2)C1 (stereo not drawn)	23%	25	5%	15%	-5%	-4%	-9%
COC(=O)COc1ccc(/C=C2\C(=O)NC(=S)N(c3ccc(C)cc3)C2=O)cc1OC	2%	-9	2%	16%	14%	?	?

Some of the entries above in another layout:
The line under a structure holds: HCV inhibitor	HCMV antiviral	AMA1 RON2 block	AmpC inh no detg	LmPK inh	AmpC detergent	Tb PYK inh
Cc1onc(-c2c(Cl)cccc2Cl)c1C(=O)ONC(=O)c1ccccc1
  10%	50	0%	-26%	3%	-5%	1%
COc1cccc2c1Oc1ncccc1N(C(=O)CCC(=O)NCc1cccc(C)c1)C2
  -1%	10	-9%	62%[activator]	-6%	2%	3%
Cc1ccc(C)c(N(CC(=O)N/N=C/c2ccc(-c3ccc([N+](=O)[O-])cc3)o2)S(=O)(=O)c2ccccc2)c1
  8%	4	57%[activator]	-22%	0%	0%	3%
CN1CCN(c2c[nH]c(=O)[nH]c2=O)CC1
  13%	22	17%	-12%	2%	-4%	-19%
CC(=O)Nc1ccc(NS(=O)(=O)c2cc(Cl)ccc2Cl)cc1
  -14%	7	-14%	-24%	4%	10%	3%

Next compounds:
SMILES	HCV inhibitor	HCMV antiviral	AMA1 RON2 block	AmpC inh no detg	LmPK inh	AmpC detergent	Tb PYK inh
Cc1cc2ncn(C(=O)N3CCCCCC3)c2cc1C	19%	12	10%	-1%	3%	1%	-5%
O=C(CC1(O)C(=O)Nc2ccccc21)c1cccc(-n2cccc2)c1 (stereo not drawn)	4%	-31	-3%	-9%[2.29 µM]	1%	-13%	-1%
COc1ccc(-c2noc(CCC(=O)NCCc3ccccc3)n2)cc1	-22%	17	-4%	8%	0%	0%	0%
COC(=O)c1sc(S(=O)(=O)Nc2ccc(C)cc2)c(C(=O)OC)c1C	-2%	9	-5%	-25%	0%	-3%	-1%
COc1cccc(N2CCN(C(=O)c3ccc(CS(=O)c4ccccc4C)o3)CC2)c1 (stereo not drawn)	18%	-39	-15%	69%[activator]	-5%	-10%	-8%
CCCCC[C@@H](C)N1C[C@@H](COCc2ccccc2)Oc2cc(N3CCC[C@@H]3COC)ccc2S1(=O)=O	.	-2	-13%	.	.	.	-5%
COCC(C)n1c(C)cc(C(=O)CSc2nc3ccccc3c(=O)[nH]2)c1C (stereo not drawn)	?	?	12%	-21%	-1%	?	-15%
Cc1oc2c(c(C)cc3oc(=O)c(CC(=O)NCCc4ccccc4)c(C)c32)c1C	.	?	.	.	.	0%	3%
O=C(c1ccco1)n1nc(NCc2ccccc2)nc1NCc1ccccc1	?	-17	-2%	-36%	-1%	-6%	6%
COc1ccccc1OCC(=O)NNC(=O)C(=O)N1CCCC1	17%	-34	46%[activator]	-11%	2%	0%	-7%
Cc1ccc(NC(=O)c2cc(NC(=O)C3CC=CCC3C(=O)O)ccc2N2CCOCC2)cc1 (stereo not drawn)	9%	-17	-4%	-20%	0%	?	4%
CC(CN1CCOCC1)C(=O)c1ccccc1 (stereo not drawn)	-6%	-5	-7%	-9%	0%	?	0%
Cc1ccc(N(CC(=O)NCc2ccc(F)cc2)S(=O)(=O)c2c(C)n[nH]c2C)cc1	25%	-21	0%	57%	10%	0%	7%
COCCn1c(C)cc(C(=O)COC(=O)CNC(=O)c2ccccc2)c1C	8%	-35	-20%	-5%	-1%	?	-7%
COc1ccc(/C(C)=N/Nc2nccnc2Cl)cc1	-7%	-7	83%[activator]	-19%	.	-3%	-10%
COc1ccccc1CNC(=O)c1oc2ccc(S(=O)(=O)N3CCOCC3)cc2c1C	?	-16	-10%	104%[activator]	-1%	4%	4%
CC1CCN(c2c(NCc3ccc(C(=O)NCC4COc5ccccc5O4)cc3)c(=O)c2=O)CC1 (stereo not drawn)	-6%	24	-9%	.	.	.	1%
CCc1c(C)sc2c1CCN(Cc1ccccc1C#N)C2c1ccccc1 (stereo not drawn)	.	-8	.	.	.	-3%	1%
O=C1c2ccccc2C(=O)N1CCn1nc(Cl)nc1Cl	10%	65	10%	-22%	3%	?	-5%
O=C(O)c1ccccc1NCc1cccs1	11%	-2	2%	-8%	1%	-11%	3%
CCCCn1c(N)c(N(CCC(C)C)C(=O)COC(=O)c2ccccc2)c(=O)[nH]c1=O	-21%	-27	25%	-10%	-7%	1%	0%
Fc1ccc2[nH]c3c(c2c1)CN(C(=S)NCc1ccccc1)CC3	?	2	-10%	-42%	0%	-1%	-17%
COc1cc(CNC(=O)Nc2nnc([C@@H]3C[C@H](O)[C@@H](CO)O3)s2)cc(OC)c1OC	.	-14	4%	.	.	.	-1%
O=C(Nc1ccccc1OC(F)F)c1oc2ccccc2c1COc1ccccc1	7%	55	-7%	-8%	-1%	-8%	4%
CC(C)C(O)(C#CCN1CCCC1)c1ccccc1 (stereo not drawn)	-12%	54	-2%	-4%	3%	-4%	-2%
The results go on:
SMILES	HCV inhibitor	HCMV antiviral	AMA1 RON2 block	AmpC inh no detg	LmPK inh	AmpC detergent	Tb PYK inh
COc1ccc(CNC(=O)CCc2nc(-c3ccc(OC)cc3)no2)cc1	.	41	.	.	.	12%	4%
O=S(=O)(c1ccc(-c2cnc(C3CC3)o2)cc1)N1CCN(c2ccccc2F)CC1	.	-19	.	.	.	-6%	-7%
COc1cccc(-n2c(SCC(=O)Nc3cc(C)on3)nc3c([nH]c4ccccc43)c2=O)c1	?	-31	-6%	2%	4%	0%	-4%
C=CCN=C1N[C@@H](c2ccc(Br)cc2)C(C(=O)OC)=C(C)N1Cc1ccccc1	.	.	.	77%[activator]	-7%	?	.
CC(C)CCNC(=O)/C=C/c1ccc(Br)cc1	-2%	?	7%	?	-3%	-5%	-2%
Oc1c(CN2CCCC2)cc(COCc2ccccc2)c2cccnc12	.	-34	.	3%&-14%	.	-3%	-3%
O=C(CCC(=O)Nc1ccccc1)NNS(=O)(=O)c1ccc(Cl)cc1	21%	2	93%[activator]	-7%	11%	-15%	?
C[N+]1(CC(=O)Nc2ccc(F)cc2)CCN(C(=O)c2ccco2)CC1	22%	11	1%	-15%	1%	-4%	-3%
COc1cc(C(=O)NCC2CCCCC2)ccc1OCc1c(C)noc1C	1%	0	-11%	-12%	.	7%	3%
CCC(NS(=O)(=O)c1ccc(C)cc1)C(=O)N1CCC2(O)CCCCC2C1 (stereo not drawn)	-1%	6	29%	-6%	5%	0%	-4%
N#Cc1c(NC(=O)CSc2nc(-c3ccccc3)cc(C(F)(F)F)n2)sc2c1CCC2	18%	0	-5%	-27%	5%	-15%	-13%
O=C(Nc1ccc(SC(F)F)cc1)C1CC(=O)N(Cc2ccccc2)C1 (stereo not drawn)	11%	4	23%	40%	-1%	-9%	6%
CCCCC(CC)C(=O)Oc1ccc(O)c(C(C)(C)C)c1 (stereo not drawn)	?	?	36%[activator]	-16%	0%	-1%	-2%
Cc1cc(C(=O)OCC(=O)c2cccc([N+](=O)[O-])c2)c2cccc(C)c2n1	5%	-2	-3%	-29%	1%	-10%	-12%
CC(=O)NCC(=O)OCC(=O)Nc1ccc(C(C)=O)cc1	-4%	25	21%	-9%	-1%	9%	-4%
CC1=C(c2ccccc2)CCC1=O	11%	19	12%	.	.	.	-1%
